CTSL1 counter = blocks F. hepatica cathepsin L1 in PFM18AAP counter-screen; recombinant F. hepatica cathepsin L1, Z-Leu-Arg-MCA fluorescence; inhibition, % at 5.96 µM; actives 0.49% (n = 300,000); AID 1906;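 active means inhibition above the mean of all tested compounds plus 3 SD, set per screening campaign, cut at about 17% in these data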;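 further: 0% = plate median of test compound wells and 100% = 1 µM Z-Phe-Ala-diazomethylketone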
core dimer inh = HCV core protein dimerization inhibition. TR-FRET GST/Flag-core106 dimerization, 1536-well. inhibition, % at 5 µM. actives 0.33% (n = 300,000). AID 1899;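 active means inhibition above the mean of all tested compounds plus 3 SD, set per screening campaign, cut at about 45% in these data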
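Material: GST/Flag-tagged HCV core106 proteins. Incubation: 4 h, 22.5 °C incubation. Read-out basis: inhibition (%) from 671 over 617 nm ratio. Measured by: TR-FRET, excitation 340 nm, emission 617 and 671 nm.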
PP5 primary = blocks human protein phosphatase 5 activity | purified PP5c, OMFP substrate fluorescence | inhibition, % at 6.7 µM | AID 1987 | actives 0.18% (n = 320,000);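 active means inhibition above the campaign's mean inhibition across all tested compounds plus 3 SD, cut at about 9.5% in these data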;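 further: 0% = DMSO only and 100% = 100 µM cantharidin control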
procasp3 activ = activates human procaspase-3 | actives 0.11% (n = 330,000) | recombinant procaspase-3 D3A, Ac-DEVD-pNA absorbance 405 nm | activation, % at 8.5 µM;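 active means activation above the mean of all tested compounds plus 3 SD, cut at about 21% in these data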;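 further: 0% = DMSO alone and 100% = DMSO wells spiked with extra 5 µM PC-3 D3A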
Target sequence (P42574 whole entry D9A/D28A/D175A): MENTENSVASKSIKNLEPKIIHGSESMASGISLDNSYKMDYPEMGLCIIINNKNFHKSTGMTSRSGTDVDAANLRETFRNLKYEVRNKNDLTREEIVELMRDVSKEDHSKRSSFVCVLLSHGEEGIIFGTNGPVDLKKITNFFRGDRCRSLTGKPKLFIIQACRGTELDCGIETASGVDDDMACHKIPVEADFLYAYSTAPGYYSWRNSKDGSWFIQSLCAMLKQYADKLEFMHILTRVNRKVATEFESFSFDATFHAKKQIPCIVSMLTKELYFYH
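Test system: Procaspase-3 D3A mutant, all three cleavage aspartates alanine | Dosing: Single dose, 8.5 µM nominal compound, 0.8% DMSO | Schedule: 1 h preincubation, 2 h reaction | Technique: 405 nm absorbance of p-nitroaniline, reads at 0 and 120 min | Repeats: One well per compound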
GRK2 aptamer HTS = inhibitors of human GRK2 displacing RNA aptamer. bead flow cytometry, FAM-aptamer displacement from GRK2. inhibition of aptamer binding, % at 10 µM. actives 0.59% (n = 330,000). AID 488847;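 active means inhibition of aptamer binding above 40%, roughly 3 SD of noise, on plates passing a quality check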;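 further: median bead fluorescence of bound FAM aptamer so fluorescent compounds give negative values; no value below 0 was filed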
PP1 counter = blocks human PP1-alpha phosphatase, a PP5 counter-screen; P62136; purified PP1alpha, OMFP fluorescence; inhibition, % at 6.7 µM; actives 0.9% (n = 320,000); AID 2235;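 active means inhibition above the mean inhibition of all tested compounds plus 3 SD, computed separately for each screening campaign, cut at about 15% in these data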
JMJD2C inh = human JMJD2C demethylase inhibition; Q9H3R0; GST-JMJD2C(1-420) H3K9me3 demethylation, DELFIA europium; inhibition, % at 2.35 µM; actives 0.069% (n = 330,000);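 active means more than half of a compound's replicate wells show inhibition beyond 50%, single wells judged on their own value; inconclusive means some, but no more than half, of replicates pass 50% inhibition; inactive means no replicate passes 50% inhibition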;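 further: signal counts dimethyl H3K9 product captured on neutravidin plate; 0% = median of DMSO wells and 100% = 0.3 times that DMSO median; strong numbers were not always called active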
Target sequence (Q9H3R0 1-420 limits assumed): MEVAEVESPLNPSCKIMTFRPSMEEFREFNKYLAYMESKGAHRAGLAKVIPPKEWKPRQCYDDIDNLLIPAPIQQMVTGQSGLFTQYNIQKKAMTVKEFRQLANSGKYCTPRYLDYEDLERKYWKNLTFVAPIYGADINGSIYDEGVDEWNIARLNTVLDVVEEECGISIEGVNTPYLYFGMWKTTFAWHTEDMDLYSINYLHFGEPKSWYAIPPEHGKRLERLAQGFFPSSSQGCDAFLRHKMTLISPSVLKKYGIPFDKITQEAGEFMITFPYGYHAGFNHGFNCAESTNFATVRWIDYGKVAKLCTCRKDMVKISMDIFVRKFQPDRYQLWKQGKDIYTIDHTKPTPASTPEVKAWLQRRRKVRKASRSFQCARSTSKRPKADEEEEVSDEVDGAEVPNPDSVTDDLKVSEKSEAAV
VLA-4 inh = inhibition in a human VLA-4 binding assay; P13612; VLA-4 expressing cells, ligand binding flow cytometry; inhibition, % (about 7 µM as worked out from the volumes in the protocol); actives 0.2% (n = 330,000); in the data active means inhibition above about 50%
proCasp7 act = counter-screen for procaspase-3 activators: activators of human procaspase-7; P55210; recombinant procaspase-7, Ac-DEVD-pNA absorbance 405 nm; D23A/D198A/D206A triple mutant, cannot self-cleave; scale: DMSO 0, 5 µM enzyme 100; activation, % at 8.5 µM; actives 0.093% (n = 330,000); AID 463210;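 active means percent activation above the screen-wide mean plus 3 SD, cut at about 25% in these data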
Target sequence (P55210 whole entry D23A/D198A/D206A): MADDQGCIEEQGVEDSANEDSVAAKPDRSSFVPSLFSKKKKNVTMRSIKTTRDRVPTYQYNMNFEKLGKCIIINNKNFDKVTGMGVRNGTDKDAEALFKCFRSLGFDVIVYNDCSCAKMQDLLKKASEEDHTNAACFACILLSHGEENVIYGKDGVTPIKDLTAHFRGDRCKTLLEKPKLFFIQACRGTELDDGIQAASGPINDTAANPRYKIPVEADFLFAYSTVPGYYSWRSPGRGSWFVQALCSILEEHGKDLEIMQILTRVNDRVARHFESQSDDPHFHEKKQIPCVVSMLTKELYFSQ
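Material: Procaspase-7 triple mutant (PC-7 D3A) | Quantity: 2 µM procaspase-7 mutant as dispensed | Reagent: DEVD-pNA substrate | Times: 1 h preincubation, 2 h reaction | Technique: 405 nm absorbance of p-nitroaniline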
Numbers without * were called inactive; ? = inconclusive; / = no result given; & = joins results of further samples.

SMILES	CTSL1 counter	core dimer inh	PP5 primary	procasp3 activ	GRK2 aptamer HTS	PP1 counter	JMJD2C inh	VLA-4 inh	proCasp7 act
CC(=O)Nc1ccc(S(=O)(=O)/N=C2\C(=O)c3ccccc3C([O-])=C2n2cc[n+](-c3ccccn3)c2)cc1	31*	-8	0.7	-3	2	1	-6	7	2
COc1ccc(/C=N/Nc2cc(C)nc(-n3nc(C)cc3C)n2)c(OC)c1	2	12	2.2	3	2	37*	7	5	7
CS(=O)(=O)N1CCN=C1SCc1ccccc1	5	-7	-1.1	-1	1	-4	13	5	-1
COc1ccc(Cl)cc1NC(=O)CN(C)C(=O)CSc1ccc2c(c1)OCCO2	/	/	3.4	5	0	2	1	15	7
CCOC(=O)c1cc(C(C)=O)c(=O)n(C)c1N	1	-1	1.6	-7	0	0	2	-3	-4
Cc1ccc2nc(-c3ccncc3)[nH]c2c1	-2	2	3.5	7	0	-1	2	2	5
CCCn1c(=O)c2ccccc2n2c(SC(C)C(N)=O)nnc12 (stereo not drawn)	0	-5	0.0	8	0	-1	-7	-10	-4
CC1CCN(C2=NC(=O)/C(=C/c3ccc(O)cc3)S2)CC1	5	0	-2.6	-4	0	1	26	3	-9
COc1ccccc1NC(=O)CCCC(=O)OCC(=O)c1ccc(F)cc1	-22	10	1.8	3	1	-6	-4	7	-11
Cc1ccc(F)c(CNC(=O)C2CCC(=O)N(CCN3CCOCC3)C2)c1F (stereo not drawn)	-2	5	0.1	7	3	2	-2	1	3
CCN(C(=O)CN1CCN(c2ccccc2)CC1)c1c(N)n(Cc2ccccc2)c(=O)[nH]c1=O	-7	-2	1.7	-7	3	-4	17	5	-1
Cn1cc(CN2CCCCC2C(=O)Nc2ccc(-n3cccn3)cc2)cn1 (stereo not drawn)	0	2	-1.8	17	1	0	-1	7	7
Cc1ccc(C)c(N(C(=O)CNC(=O)c2ccco2)C(C(=O)NC2CCCC2)c2ccncc2)c1 (stereo not drawn)	0	-4	-1.1	6	0	-2	-7	1	-1
Cc1ccc2nc(Cl)c3cc(C(=O)NCCCN4CCCC4)sc3c2c1	2	-3	-1.6	-7	0	-3	3	-7	8
O=C(Nc1ccccc1)c1ccc(=O)n(Cc2ccc(F)c(F)c2)c1	-1	1	4.5	-2	0	5	-13	16	-3
CN1CCN(c2ccccc2NC(=O)C(Cc2ccccc2)n2cccc2)CC1 (stereo not drawn)	-6	-5	3.5	-3	3	4	-11	19	-4
Cc1cccc(-c2nnc(SCc3ccccc3)o2)c1	0	6	0.9	4	1	1	-21	-1	9
CCN(CC)C(=O)Cn1cnc2sc(C(=O)N3CCN(Cc4ccc5c(c4)OCO5)CC3)c(C)c2c1=O	-1	-1	2.8	-1	5	-2	4	17	1
CC(=O)N1CCN(c2ccc(NC(=O)c3cc4ccccc4o3)cc2)CC1	-3	-7	1.5	-7	4	-1	8	-1	-7
C=CCn1c(COc2ccc(Cl)cc2)nnc1SCC(=O)c1c(N)n(C)c(=O)n(C)c1=O	0	-4	0.6	2	0	-2	-5	8	1
NC(=O)Cn1c(=O)n(CCC(=O)NCCSCc2ccccc2)c(=O)c2ccccc21	9	-1	-2.5	6	1	-3	-3	-3	7
CCOc1cccc2cc(C(=O)NCc3ccc(C)cc3)c(=N)oc12	3	6	-2.1	-9	0	-3	13	-23	-2
Cc1ccc(/C=N/NC(=O)c2ccncc2)s1	2	-6	2.2	1	0	-6	-1	9	8
Cc1cccc2c(C(=O)N3CCN(C(=O)c4ccco4)CC3)cc(-c3cccc(Br)c3)nc12	1	46	3.2	-2	0	11	23	13	0
CCn1c2c(c3cc(Br)ccc31)CCC/C2=N\O	2	23	3.7	7	6	7	6	-5	2
FC(F)(F)Oc1ccc(-c2cn3cccnc3n2)cc1	-1	-6	-0.4	-10	0	1	-29	7	6
COc1ccc(N2C(=O)CC(NNc3ncc(Cl)cc3Cl)C2=O)cc1 (stereo not drawn)	-1	5	-1.8	-5	0	-4	-20	-9	-8
COc1ccc(C(=O)OC(C)C(=O)NC(C)CCc2ccccc2)c(OC)c1 (stereo not drawn)	-5	-3	3.0	-4	0	0	7	10	-8
Cc1cc(=O)c2ccccc2n1Cc1ccccc1	1	2	1.6	5	1	-2	3	-7	6
CS/C(=N\S(=O)(=O)c1cccs1)Nc1ccc(N2CCOCC2)cc1	0	5	-0.2	1	9	-2	-1	5	5
CC1CCN(c2ccc(NC(=O)c3cccnc3Cl)cc2)CC1	1	5	1.5	-1	0	5	-8	10	2
CCC(C)c1ccccc1N=Cc1ccc2c(c1)OCO2 (stereo not drawn)	0	-4	3.3	-8	0	1	3	-4	-9
CSc1ccc(S(=O)(=O)N2CCCC2)cc1	-3	2	-0.1	3	2	-5	-6	2	5
Cc1ccsc1C(=O)N(Cc1nnc(-c2ccccc2Cl)o1)C1CC1	8	6	0.8	8	1	-1	-8	2	-4
CN(C)S(=O)(=O)n1cnc(-c2ccccc2)c1-c1ccccc1	-1	-6	1.6	7	2	2	-1	26	-17
O=C(N/N=C/c1ccc(-c2ccccc2[N+](=O)[O-])o1)[C@H]1C[C@@H]1c1ccccc1	2	-2	3.9	-5	0	10	15	40	-8
CC1CCC2CCCCC2N1C(=O)c1cc([N+](=O)[O-])cc([N+](=O)[O-])c1 (stereo not drawn)	-2	5	3.4	0	2	-4	5	7	-5
Cc1ccc(NC(=O)C2CCCN(C(=O)c3ccc(Cl)cc3)C2)cc1 (stereo not drawn)	-1	1	3.5	11	0	-2	13	4	5
CCC(C)c1ccccc1NC(=O)c1cccc(-n2cnnn2)c1 (stereo not drawn)	/	/	/	3	1	/	-3	-7	-2
Cn1c(=O)c2c(nc(SCC(=O)Nc3ccccc3)n2C)n(C)c1=O	-3	-3	1.9	-11	0	-3	-9	-12	2
CCn1ccc(C(=O)NC2=NCCS2)n1	-3	2	-0.7	4	2	0	17	9	6
CCOC(=O)C/C(C)=N/NC(=O)C1CC1(c1ccccc1)c1ccccc1 (stereo not drawn)	1	12	2.8	-1	7	-1	-3	10	0
CCCCn1c(N)c(N(CCOC)C(=O)c2oc3ccc(OCC)cc3c2C)c(=O)[nH]c1=O	-1	13	1.3	5	2	-3	-9	11	7
CS(=O)(=O)N(CC(=O)N1CCN(c2cccc(Cl)c2)CC1)C1CCCCC1	0	1	3.7	-8	0	0	32&17	4	5
NC(=O)NC(=O)COC(=O)c1cccnc1Nc1ccccc1F	-2	5	-1.1	-8	1	-6	3	7	-5
Cc1cccc(C)c1NC(=O)CNC(=O)C(C)N1CCN(c2cccc(Cl)c2)CC1 (stereo not drawn)	/	/	3.8	0	2	2	3	-9	8
COc1ccc(S(=O)(=O)N2CCC(C(=O)NCCC(=O)NC3CC3)CC2)cc1	-1	-5	-0.3	0	2	-4	?	8	8
COc1cccc(-c2nnc(NC(=O)Cc3cccs3)s2)c1	4	18	-2.0	1	0	1	4	11	8

Filtered by structure: those above containing an aryl methoxy group (7)
SMILES	CTSL1 counter	core dimer inh	PP5 primary	procasp3 activ	GRK2 aptamer HTS	PP1 counter	JMJD2C inh	VLA-4 inh	proCasp7 act
COc1ccc(/C=N/Nc2cc(C)nc(-n3nc(C)cc3C)n2)c(OC)c1	2	12	2.2	3	2	37*	7	5	7
COc1ccc(Cl)cc1NC(=O)CN(C)C(=O)CSc1ccc2c(c1)OCCO2	/	/	3.4	5	0	2	1	15	7
COc1ccccc1NC(=O)CCCC(=O)OCC(=O)c1ccc(F)cc1	-22	10	1.8	3	1	-6	-4	7	-11
COc1ccc(N2C(=O)CC(NNc3ncc(Cl)cc3Cl)C2=O)cc1 (stereo not drawn)	-1	5	-1.8	-5	0	-4	-20	-9	-8
COc1ccc(C(=O)OC(C)C(=O)NC(C)CCc2ccccc2)c(OC)c1 (stereo not drawn)	-5	-3	3.0	-4	0	0	7	10	-8
COc1ccc(S(=O)(=O)N2CCC(C(=O)NCCC(=O)NC3CC3)CC2)cc1	-1	-5	-0.3	0	2	-4	?	8	8
COc1cccc(-c2nnc(NC(=O)Cc3cccs3)s2)c1	4	18	-2.0	1	0	1	4	11	8

New compounds follow.
SMILES	CTSL1 counter	core dimer inh	PP5 primary	procasp3 activ	GRK2 aptamer HTS	PP1 counter	JMJD2C inh	VLA-4 inh	proCasp7 act
Cc1cc(O)c2c(-c3ccccc3)cc(=O)oc2c1	-2	2	2.5	2	0	8	5	1	-15
CCc1nc(=O)c(-c2ccccc2)c(C)n1-c1ccccc1	-1	-8	1.8	-3	0	0	-17	4	-6
CCS(=O)(=O)c1nn2c(N)c(/C=C3/C=CC(=O)C(OC)=C3)c(=O)nc2s1	7	-18	1.0	-5	0	-2	-5	-13	-13
COC(=O)c1ccc(C(=O)OC)c(-n2c(=O)c3ccccc3c3ccccc3c2=O)c1	8	-1	-2.0	4	1	-2	-10	-4	-6
CCCCC(=O)Nc1cc([N+](=O)[O-])ccc1Cl	2	-4	2.1	3	2	4	-5	12	5
O=c1[nH]cnc2c1c(-c1ccccc1)cn2-c1cccc(Cl)c1	1	4	4.1	9	3	2	-59	1	0
CCn1c(=O)cc(OCC(=O)O)c2ccccc21	-3	-5	-0.3	-1	0	-2	1	9	10

Ordered by molecular weight (high to low): three of the compounds above.
SMILES	CTSL1 counter	core dimer inh	PP5 primary	procasp3 activ	GRK2 aptamer HTS	PP1 counter	JMJD2C inh	VLA-4 inh	proCasp7 act
COC(=O)c1ccc(C(=O)OC)c(-n2c(=O)c3ccccc3c3ccccc3c2=O)c1	8	-1	-2.0	4	1	-2	-10	-4	-6
Cc1cc(O)c2c(-c3ccccc3)cc(=O)oc2c1	-2	2	2.5	2	0	8	5	1	-15
CCn1c(=O)cc(OCC(=O)O)c2ccccc21	-3	-5	-0.3	-1	0	-2	1	9	10

Screening data (PubChem BioAssay)

Rows are unselected (roughly 2.6% active in at least one column).
